# TLR4-MyD88 BLA – inhibitors of TLR4-MyD88 association in cells, primary screen, cell-based, HeLa CL3-4, BLA complementation, FRET ratio; HeLa CL3-4 TLR4/MyD88 BLA complementation; 0.18% of 200,000 active; AID 861, 2007; inhibition, % at 8.4 µM; Toll-like receptor 4 (Homo sapiens) + Myeloid differentiation primary response protein …; in the data active means inhibition above about 25%;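 further: 0% = vehicle and 100% = reference inhibitor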
# Target sequence (O00206 whole entry, looked up): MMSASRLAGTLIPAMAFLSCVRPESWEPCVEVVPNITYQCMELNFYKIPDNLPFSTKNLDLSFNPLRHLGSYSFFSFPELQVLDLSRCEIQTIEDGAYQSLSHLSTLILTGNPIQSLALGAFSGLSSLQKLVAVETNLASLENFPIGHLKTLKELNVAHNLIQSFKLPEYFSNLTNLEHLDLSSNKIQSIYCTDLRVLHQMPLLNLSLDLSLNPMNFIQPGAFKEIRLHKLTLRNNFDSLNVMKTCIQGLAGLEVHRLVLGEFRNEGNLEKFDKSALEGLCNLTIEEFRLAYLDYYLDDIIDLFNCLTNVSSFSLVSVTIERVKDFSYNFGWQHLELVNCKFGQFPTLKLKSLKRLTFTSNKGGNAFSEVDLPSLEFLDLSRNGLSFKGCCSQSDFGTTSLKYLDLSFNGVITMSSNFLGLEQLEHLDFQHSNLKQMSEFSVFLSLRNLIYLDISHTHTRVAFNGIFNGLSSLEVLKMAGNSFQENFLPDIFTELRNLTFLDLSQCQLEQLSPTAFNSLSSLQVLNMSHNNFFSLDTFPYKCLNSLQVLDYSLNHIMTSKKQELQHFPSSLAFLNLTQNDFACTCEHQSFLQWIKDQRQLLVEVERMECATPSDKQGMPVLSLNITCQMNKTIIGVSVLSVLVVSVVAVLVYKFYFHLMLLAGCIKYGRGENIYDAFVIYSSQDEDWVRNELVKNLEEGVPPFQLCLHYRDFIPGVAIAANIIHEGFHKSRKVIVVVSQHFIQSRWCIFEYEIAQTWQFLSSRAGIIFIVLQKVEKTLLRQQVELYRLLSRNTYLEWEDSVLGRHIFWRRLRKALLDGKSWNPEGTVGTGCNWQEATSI
# Target sequence (Q99836 whole entry, looked up): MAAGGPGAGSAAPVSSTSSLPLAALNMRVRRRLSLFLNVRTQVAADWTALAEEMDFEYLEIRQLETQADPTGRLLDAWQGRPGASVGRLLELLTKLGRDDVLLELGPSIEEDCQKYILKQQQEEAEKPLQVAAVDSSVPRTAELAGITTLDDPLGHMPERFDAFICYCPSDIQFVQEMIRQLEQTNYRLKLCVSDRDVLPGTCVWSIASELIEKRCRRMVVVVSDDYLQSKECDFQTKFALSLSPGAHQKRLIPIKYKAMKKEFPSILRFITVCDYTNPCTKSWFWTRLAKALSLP
# Diaph act CS – compounds boosting diaphorase resazurin reduction – biochemical, uHTS, resorufin fluorescence, counter-screen for diaphorase-coupled primary assays, primary screen; activation factor at 20 µM; Diaphorase/resazurin coupled assay, 16 min; active compounds read high; 1 = vehicle wells, 0 = NADH-free wells; AID 1229, 2008; 0.005% of 190,000 active;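 active means diaphorase activity raised at least twofold by the compound at 20 µM; inactive means activation factor below 2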
#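 Assay system: Purified diaphorase enzyme from Clostridium kluyveri | Amount: Enzyme 0.07 U/mL final | Dosing: Compound 20 µM once, DMSO 1% | Timing: 16 min reaction at room temperature | Detection: Fluorescence, excitation 544 nm and emission 590 nm | Evaluation: Higher resorufin formation from activation or reduction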
# STAT3 inh – IL-6 driven STAT3 reporter inhibitors, primary screen, U3A cells, luciferase, luminescence, MLSCN library; inhibition, % at 5.5 µM; 0.89% of 190,000 active; IL-6 STAT3-luciferase reporter; host cell line lacks STAT1;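 active means inhibition above the mean inhibition across all screened compounds plus 3 SD, cut at about 44% in these data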;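 further: 0% = DMSO only wells and 100% = 100 µM nifuroxazide control wells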
# STAT3 activator – IL-6 driven STAT3 reporter potentiators, primary screen, U3A cells, luciferase, luminescence, MLSCN library | AID 871, 2007 | activation (% of control), % at 5.6 µM | 0.91% of 190,000 active | IL-6 STAT3-luciferase reporter; 100% = signal with IL-6 EC80 alone;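 active means activation above the screen-wide mean of compound activation plus 3 SD, cut at about 130% in these data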;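 further: 0% = background luminescence of wells with medium and substrate only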
#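 Material: human U3A cells carrying STAT3-luciferase construct. Measured by: reporter luminescence signal. Timing: compound 1 h, then IL-6 6 h at 37 °C.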
# G6PDH counter – L. mesenteroides G6PDH inhibitors, counter-screen for G6PDH-coupled screening assays, biochemical, Leuconostoc mesenteroides enzyme | inhibition, % at 5 µM | AID 1020, 2008 | 0.12% of 200,000 active | Purified L. mesenteroides G6PDH, diaphorase/resazurin coupled fluorescence, 45 min; in the data active means inhibition above about 50%
# STAT1 activator – STAT1 signaling activators, primary screen, cell-based, HTS, luciferase reporter; NIH 3T3 STAT1-luciferase reporter, IFN-gamma, luminescence; 100% = IFN-gamma alone, no compound; activation (% of control), % at 5.5 µM; 2.6% of 200,000 active;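 active means activation above the screen-wide mean activation plus 3 SD, cut at about 130% in these data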;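 further: raw ratio to IFN-gamma control signal so 100% means no change and 0% no light; values of inactives mirror those of a sister screen read the other way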
# APP 5UTR inh – inhibitors of APP translation via 5'UTR reporter, primary screen, APP 5'UTR luciferase, SH-SY5Y cells; SH-SY5Y APP 5'UTR-luciferase reporter, luminescence; inhibition, % at 2 µM; AID 1285, 2008; 0.82% of 190,000 active;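 active means inhibition above a set limit, derived from the sample mean plus 3 SD, cut at about 45% in these data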; further: values of inactives mirror those of a sister screen read the other way
# Diaphorase inh – diaphorase inhibitors and chemical oxidizers, primary screen, counter-screen for diaphorase-coupled primary assays, biochemical, uHTS, resorufin fluorescence; diaphorase resazurin-to-resorufin fluorescence, NADH, 16 min; bacterial (C. kluyveri) enzyme, not human; inhibition, % at 20 µM; 0.69% of 190,000 active; AID 1217, 2008;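 active means primary screen inhibition at 20 µM above a set limit, cut at about 50% in these data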;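 further: plate controls were DMSO with full reaction for no effect and wells lacking NADH for full effect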
#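 Assay system: diaphorase enzyme from Clostridium kluyveri; Input: enzyme working solution with 0.14 U/mL diaphorase; Timing: 16 min at room temperature; Technique: resorufin fluorescence, excitation 544 nm, emission 590 nm; Benchmarks: positive control minus NADH, DMSO neutral control.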
# Hsp70 act – Hsp70 transcriptional activators, primary screen, cell-based, HeLa, Hsp70 promoter luciferase, luminescence, 10 µM | HeLa Hsp70 promoter luciferase reporter; scaled: vehicle 0, proteasome-inhibitor control 100% | 0.04% of 200,000 active | activation, % at 10 µM;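 active means activation above the mean across all tested compounds plus 3 SD, cutoff set per campaign, cut at about 5.5% in these data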;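 further: 100% = MG132 at 30 µM as the positive control and 0% = DMSO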
# STAT1 inh – STAT1 signaling inhibitors, primary screen, cell-based, HTS, luciferase reporter. NIH 3T3 STAT1-luciferase reporter, IFN-gamma, luminescence. inhibition, % at 5.5 µM. 0.35% of 200,000 active;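 active means inhibition above a set limit, the mean inhibition across all tested compounds plus 3 SD, cut at about 34% in these data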;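 further: 0% = IFN-gamma with DMSO and 100% = IFN-gamma with 300 µM nifuroxazide; values of inactives mirror those of a sister screen read the other way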
# The depositor's hits bear a star; . = no result given. Compounds as they come, and some 6.1% of all compounds hit somewhere here.
mol	TLR4-MyD88 BLA	Diaph act CS	STAT3 inh	STAT3 activator	G6PDH counter	STAT1 activator	APP 5UTR inh	Diaphorase inh	Hsp70 act	STAT1 inh
CCCCC(CC)Cn1c(N)c(C#N)c2nc3ccccc3nc21 (centres undefined)	-40	0.9	-5	103	5	110	-14	12	-0.2	-11
CC(N1CCOC1=O)S(=O)(=O)c1ccccc1 (centres undefined)	-2	0.9	2	103	-4	98	-12	6	-0.1	2
COc1ccc(N2CCN(C(=O)Nc3cccc(C(F)(F)F)c3)CC2)cc1	-6	0.8	19	88	2	99	6	16	-0.4	1
Cc1cc(NC(=O)CCCC(=O)N(CC(=O)NC2CCCCC2)c2ccccc2)no1	-1	0.8	-3	103	16	98	-7	15	-0.1	3
CC(C)(C)NC(=O)CSc1nnc(-c2ccccn2)n1-c1ccccc1	-15	0.9	0	100	6	98	13	12	-0.1	3
COCCNC(=O)NC(=O)CN1CCCc2ccccc21	3	0.9	-20	118	3	87	0	14	-0.1	14
COc1ccc(C2C(=O)N(CCc3ccccc3)CC(=O)N2C2CCCC2)cc1 (centres undefined)	-4	1	8	101	-1	95	4	4	0.1	6
C[N+]1(C)CCC(=C2c3ccccc3CC(=O)c3sccc32)CC1	-18	0.9	-1	105	11	96	-6	9	0.7	4
Cc1c(NC(=O)c2cc3c(s2)-c2ccccc2OC3)cccc1[N+](=O)[O-]	8	0.8	29	81	-15	113	0	19	-0.2	-15
COc1ccc(N2C(=O)CC(Cc3ccccc3)C2=O)cc1 (centres undefined)	-16	0.9	18	92	0	100	1	14	-0.4	0
O=C(Nc1ccccn1)c1nc(-c2ccccc2)n(-c2ccccc2)n1	-1	1	1	99	14	103	-8	0	-0.1	-4
Cc1cc(=O)oc2cc(OCC(=O)NCc3ccccn3)ccc12	-6	0.9	3	101	10	94	0	8	0.7	6
CCOc1ccc(C2C(C#N)=C(N)Oc3cc(C)n(Cc4ccco4)c(=O)c32)cc1OC (centres undefined)	-11	0.8	8	96	-1	78	13	19	-0.2	24
COc1cccc(CN2CCN(C3CSCCSC3)CC2CCO)c1 (centres undefined)	9	1.2	3	101	10	99	-9	-18	-0.4	-1
Cc1cc(C)c2c(CC(=O)NCc3ccco3)coc2c1	-3	0.9	4	100	-25	100	17	8	-0.2	0
CCN(C(=O)c1cc2cccc(OC)c2oc1=O)C1CCCCC1	4	1	3	101	-4	108	6	3	-0.3	-4
O=C(CSCc1cccc(Cl)c1)Nc1ccccc1-c1ccccc1	4	0.8	-12	107	-5	97	-16	23	-0.3	3
CC1(C)CC(=O)C2=C(C1)N(c1ccc(F)cc1)C(=O)C2(O)C(F)(F)F (centres undefined)	10	1.1	5	106	6	103	-4	-12	0.1	-3
CCOc1cccc2c1OC1(C)CC2NC(=O)N1c1cccc(Cl)c1 (centres undefined)	-5	1	-2	106	6	99	7	2	-0.5	1
Cc1onc(-c2ccccc2)c1C(=O)N1CCOC12CCN(c1cccc(F)n1)CC2	-2	0.9	-4	105	0	92	-5	8	-0.7	7
O=Cc1c(Cl)nc2ccccn12	-6	1	11	95	11	100	10	0	-0.1	-2
Cc1cc(C)c(S(=O)(=O)N2CCCOC2CNC(=O)C(=O)NCCc2c[nH]c3ccccc23)c(C)c1 (centres undefined)	-1	0.8	1	101	11	107	6	17	-0.4	-8
CCC(C)NC(=O)CCSc1ccc(C)cc1 (centres undefined)	-2	0.9	1	103	-1	102	-19	12	0.4	-3
CN1/C(=C\C(=O)c2cccnc2Cl)C(C)(C)c2ccccc21	-1	0.9	-3	103	21	114	-6	11	-0.4	-16
CC(C)c1cccc(C(C)C)c1NC(=O)COC(=O)C1=COCCO1	-4	1	4	100	6	97	-11	4	0.0	1

# Rewritten with values under each structure: entries from further up
# Order of values – TLR4-MyD88 BLA, Diaph act CS, STAT3 inh, STAT3 activator, G6PDH counter, STAT1 activator, APP 5UTR inh, Diaphorase inh, Hsp70 act, STAT1 inh
COc1ccc(C2C(=O)N(CCc3ccccc3)CC(=O)N2C2CCCC2)cc1 (centres undefined)
    -4, 1, 8, 101, -1, 95, 4, 4, 0.1, 6
C[N+]1(C)CCC(=C2c3ccccc3CC(=O)c3sccc32)CC1
    -18, 0.9, -1, 105, 11, 96, -6, 9, 0.7, 4

# Following part:
mol	TLR4-MyD88 BLA	Diaph act CS	STAT3 inh	STAT3 activator	G6PDH counter	STAT1 activator	APP 5UTR inh	Diaphorase inh	Hsp70 act	STAT1 inh
COCCCNC(=O)CC(=O)N/N=C\c1ccc(SC)cc1	9	1.1	5	100	12	100	-5	-12	-0.1	-2
CCCCCCNC(=O)Cc1c(O)c2ccccc2[nH]c1=O	5	1	-2	105	22	96	5	1	-0.3	4
O=C(O)CCc1ccc(-c2ccc(Cl)cc2)n1Cc1ccco1	-1	0.8	4	100	-1	97	4	16	-0.4	3
COC(=O)/C=C1\N/C(=N\c2nc(C)cc(C)n2)N(c2ccc(C)cc2)C1=O	-4	0.9	4	95	5	89	8	9	-0.3	14
CCn1c(CCCc2ccc(OC)c(C)c2)n[nH]c1=S	-8	1	5	102	15	94	14	-2	-0.2	5
COC(=O)N/N=C/c1ccc([N+](=O)[O-])o1	-9	0.9	6	97	6	102	-19	7	-0.2	0
Cc1cc2nc(-c3ccco3)cc(C(F)(F)F)n2n1	-4	1	5	100	32	105	-8	-2	-0.1	-5
O=C(CN1CCN(Cc2ccccc2)CC1)NC(=O)NC1CCCCC1	-3	0.9	10	94	6	98	-4	7	-0.2	2
CCOc1ncccc1C(=O)Nc1nc(SC)ns1	15	0.9	-17	121	0	124	-27	6	-0.2	-27
O=C1CN(CC(=O)NC(=O)NCc2ccccc2)CCN1	-14	1	4	97	6	107	8	2	-0.1	-8
COc1ccccc1N(CC(O)Cn1ccnc1C)S(=O)(=O)c1ccc(C)cc1 (centres undefined)	11	1	0	102	3	101	-6	-4	-0.4	-3
COc1ccc(C(=O)c2cc([N+](=O)[O-])ccc2N2CCCC2)cc1	-12	0.7	4	99	5	99	61*	27	-0.4	1
O=C(NCCO)c1c(O)c2cccc3c2n(c1=O)CC3	-2	0.9	21	85	3	110	-13	8	-0.3	-10
COc1ccc([N+](=O)[O-])cc1N(CC(=O)NC1CCCC1)S(C)(=O)=O	-5	1	5	102	2	94	-6	4	-0.2	5
CCNc1nc(NC(C)C)nc(OCCNS(=O)(=O)c2cc(C)ccc2C)n1	6	0.9	-7	109	1	100	2	11	-0.3	-1
Cc1cc(Oc2ccc(-c3ccccc3)cc2)n2ncnc2n1	-3	0.9	0	103	10	103	-4	14	0.2	-5
Cc1cccc(C)c1NC(=S)N1CCCN(Cc2ccc(F)cc2)C1	-1	1	2	101	13	95	-2	2	-0.1	4
Cc1cc(NS(=O)(=O)c2ccc(NC(=O)c3cc4ccccc4o3)cc2)nc(C)n1	5	0.8	-6	105	4	106	4	15	-0.2	-4
CN1CCN(Cc2nc(Cc3ccccc3)no2)CC1c1ccccc1 (centres undefined)	-10	1.2	8	97	8	96	9	-16	0.0	2
O=C(O)CCCNC(=O)c1ccc(NC(=O)Cc2ccc(Cl)cc2)cc1	11	1	20	87	6	98	10	2	-0.2	0
Cc1ccc(N2C(=O)C(Cl)=C(Nc3c(C)n(C)n(-c4ccccc4)c3=O)C2=O)cc1	3	0.9	8	95	-9	103	-6	13	0.4	-4
CC(=O)Oc1cc2c(cc1Cl)C1(CC(c3ccccc3Cl)O2)CC(C)(C)NC(=S)N1 (centres undefined)	5	0.8	-6	112	2	97	-12	21	-0.2	3
CS(=O)(=O)NCCC1=CCCCC1	-13	0.9	-6	107	1	107	21	12	-0.5	-8
CCOC(=O)Cc1[nH]nc2c1C(c1cccc(OC)c1OC)C(C#N)=C(N)O2 (centres undefined)	-4	0.8	4	102	14	102	-1	16	-0.4	-1
N#C/C(=C\c1ccc(-c2ccc(Br)cc2)o1)C(=O)NCCc1c[nH]c2ccccc12	6	0.8	-2	102	-9	108	14	17	-0.4	-8

# The listing continues.
mol	TLR4-MyD88 BLA	Diaph act CS	STAT3 inh	STAT3 activator	G6PDH counter	STAT1 activator	APP 5UTR inh	Diaphorase inh	Hsp70 act	STAT1 inh
CN(C)c1cccc(C(=O)OCC(=O)N(Cc2ccccc2)C2CCS(=O)(=O)C2)c1 (centres undefined)	2	0.9	8	99	9	104	14	5	0.7	-4
CCOC(=O)CNC(=S)N(CCCN1CCCCC1)Cc1cccs1	-12	0.9	2	102	14	103	-2	13	-0.1	-6
CC(=O)N(C(C)=O)N1C(=O)/C(=C/c2ccc(Cl)cc2)SC1=S	8	0.9	2	98	3	100	-10	10	0.3	0
Cc1cc(N/N=C2/CCCc3ccccc32)nc2ccccc12	-8	0.9	1	101	-5	116	-9	12	-0.2	-18
Nc1ccc(Nc2nc(-c3cccs3)cs2)cc1	-1	.	9	94	16	160*	-311	.	0.5	-66
CSc1nc(N(C)CCO)c2sc3nc(-c4ccco4)c4c(c3c2n1)CCC4	6	0.8	-16	113	6	98	-10	20	-0.1	2
Cc1ccc(-c2csc3ncnc(NS(=O)(=O)c4ccc(Cl)cc4)c23)cc1	4	0.8	3	97	-13	105	-5	15	-0.2	-5
Cc1cc(OCC(F)(F)C(F)(F)C(F)(F)C(F)(F)C(F)(F)C(F)F)nc(N)n1	9	0.7	22	85	8	94	-9	32	-0.4	7
Cc1ccccc1N1C(=O)C2ON(c3ccccc3)C(c3ccncc3)C2C1=O (centres undefined)	8	1	1	104	3	102	6	0	0.1	-2
CC1(C)NC(=O)N(CCCCOc2ccc(Cl)cc2C=O)C1=O	6	0.9	12	94	10	90	10	12	-0.1	12
Cc1ccsc1-c1nc(CN2C[C@@H](C)O[C@@H](C)C2)c(C)o1	-5	0.9	7	99	18	94	4	9	-0.4	5
O=C(COC(=O)CCC1CCCC1)Nc1ccccc1Sc1ccccc1	-2	0.9	10	94	-2	100	-12	13	0.3	0

# Ordered by the number under Hsp70 act (rising): 3 of the compounds above
Structure,TLR4-MyD88 BLA,STAT3 activator,STAT1 activator,APP 5UTR inh,Hsp70 act,STAT1 inh
Cc1ccsc1-c1nc(CN2C[C@@H](C)O[C@@H](C)C2)c(C)o1,-5,99,94,4,-0.4,5
Cc1cc(N/N=C2/CCCc3ccccc32)nc2ccccc12,-8,101,116,-9,-0.2,-18
CC(=O)N(C(C)=O)N1C(=O)/C(=C/c2ccc(Cl)cc2)SC1=S,8,98,100,-10,0.3,0

# Source: PubChem
